CF NFkB inh: cystic fibrosis NF-kB activation inhibition; KKLEB NF-kB-GFP reporter, PAF-induced, GFP fluorescence overnight; inhibition, % at 5 µM; 360,000 tested, 0.86% active; AID 588850;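 active means at least 50% inhibition at 5 µM, scaled per plate between neutral and stimulator controls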;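 further: PAF is a Pseudomonas aeruginosa culture filtrate used as stimulus; plate controls were PAF-stimulated DMSO wells for no effect and unstimulated DMSO wells for full effect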
CaV13 FRET inh: Primary screen for inhibitors of IQ motif and Ca2+-dependent inactivation inhibitor domain binding in CACNA1D, Förster resonance energy transfer in living cells, …. HEK cells, CFP/YFP FRET ICDI-IQ, plate reader, 10 min; percent FRET-ratio fall versus neutral wells. 340,000 tested, 0.098% active. inhibition, % at 12.3 µM. AID 743397;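 active means mean replicate inhibition of at least 30% and at least 1% of replicates passing that level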;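 further: 0% = median of the neutral control wells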
KKLEB tox: reduces viability of KKLEB cystic fibrosis airway cells; KKLEB CF airway cells viability, ATPlite luminescence, overnight; stronger effect = lower value; cells stimulated with P. aeruginosa culture filtrate; activity change (cytotoxicity), % at 5 µM; AID 602141; 360,000 tested, 0.36% active;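 active means corrected activity change at or below -50% at 5 µM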
HIF-2a block: blocks HIF-2a reporter activity; 786-0 RCC cells HIF-2a reporter, luciferase luminescence, overnight; inhibition, % at 18.8 µM; 360,000 tested, 0.72% active;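 active means inhibition of the luminescence signal of 40% or more relative to plate controls, in a single-dose primary screen at 18.75 µM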
MITF TRPM1 inh: MITF TRPM1 promoter inhibition in SK-MEL-5 cells | SK-MEL-5 TRPM1 promoter luciferase, 24 h | inhibition, % at 12.5 µM | 330,000 tested, 0.83% active;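 active means mean inhibition across replicates of 60% or more, whatever share of single replicates reaches that level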; further: values of inactives mirror those of a sister screen read the other way
PDI inh: inhibitors of human protein disulfide isomerase | P07237 | PDI insulin aggregation turbidity, A650, 90 min | inhibition, % at 10 µM | 350,000 tested, 0.052% active;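 active means mean inhibition across replicates of 30% or more, whatever share of single replicates reach that level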;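 further: absorbance from insulin aggregation driven by PDI reduction with DTT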
Target sequence (P07237 whole entry, looked up): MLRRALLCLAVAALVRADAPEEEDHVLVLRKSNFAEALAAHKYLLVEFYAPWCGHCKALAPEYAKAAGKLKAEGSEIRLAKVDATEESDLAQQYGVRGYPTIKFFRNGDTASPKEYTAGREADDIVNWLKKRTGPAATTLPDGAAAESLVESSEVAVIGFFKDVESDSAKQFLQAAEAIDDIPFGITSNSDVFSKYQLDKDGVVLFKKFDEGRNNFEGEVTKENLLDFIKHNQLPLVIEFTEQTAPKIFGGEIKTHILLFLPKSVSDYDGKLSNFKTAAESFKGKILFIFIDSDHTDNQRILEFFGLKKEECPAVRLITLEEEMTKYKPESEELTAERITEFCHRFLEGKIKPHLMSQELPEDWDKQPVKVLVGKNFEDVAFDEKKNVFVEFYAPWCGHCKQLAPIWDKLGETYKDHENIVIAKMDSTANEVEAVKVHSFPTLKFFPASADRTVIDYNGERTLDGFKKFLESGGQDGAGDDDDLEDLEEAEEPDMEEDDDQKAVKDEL
Shn3 inh set2: inhibitors of Schnurri-3 3'UTR reporter in osteoblasts; Clone20 osteoblast Shn3 3'UTR firefly luciferase, 24 h; inhibition, % at 12.5 µM; 360,000 tested, 0.52% active; AID 588674;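 active means mean inhibition of at least 75% with every replicate also reaching 75%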;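 further: 0% = median of neutral control wells and 100% = pilot-screen positive control compound; some compounds past the cut are filed as inactive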
Peg3 prom inh: reduces Peg3 promoter-driven luciferase expression in HeLa. 360,000 tested, 1.7% active. HeLa PEG-Prom luciferase reporter, luminescence, overnight. inhibition, % at 20 µM;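 active means inhibition of at least 50% at 20 µM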
NR2E3 ag-1: activates human NR2E3 receptor. CHO-S Gal4-NCOR/VP16-NR2E3 two-hybrid, luciferase. Q9Y5X4. AID 602229. 360,000 tested, 0.35% active. inhibition of corepressor binding, % at 3.98 µM;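 active means inhibition above the mean of all tested compounds plus 3 SD, cut at about 70% in these data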;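 further: 0% = DMSO with NR2E3 transfected cells and 100% = cells lacking NR2E3 construct; higher means lower luciferase signal from less NR2E3 corepressor binding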
Target sequence (Q9Y5X4 whole entry, looked up, the tested form may be a part): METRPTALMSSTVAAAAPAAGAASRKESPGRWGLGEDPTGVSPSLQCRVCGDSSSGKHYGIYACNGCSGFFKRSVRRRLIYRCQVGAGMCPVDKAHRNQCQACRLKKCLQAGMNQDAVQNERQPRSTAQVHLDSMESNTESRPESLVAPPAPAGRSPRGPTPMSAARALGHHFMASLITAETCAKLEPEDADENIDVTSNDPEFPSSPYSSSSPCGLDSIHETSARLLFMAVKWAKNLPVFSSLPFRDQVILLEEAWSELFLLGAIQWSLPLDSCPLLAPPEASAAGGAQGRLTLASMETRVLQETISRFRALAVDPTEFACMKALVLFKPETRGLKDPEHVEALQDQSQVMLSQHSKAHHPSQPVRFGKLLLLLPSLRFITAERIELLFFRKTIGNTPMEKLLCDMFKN
Vif imaging: inhibitors of HIV Vif; HEK293T cells, Vif self-association by quenched fluorescence, imaging, 24 h; inhibition, % at 7.49 µM; 340,000 tested, 0.35% active; in the data active means inhibition above about 50%, passing the limit was not always enough; further: some results filed as inactive read as strong as hits
NR2E3 ag-2: NR2E3 (human) agonism; Q9Y5X4; GST-NR2E3/biotin-RetCOR TR-FRET, 1536-well; inhibition of corepressor binding, % at 4.78 µM; 320,000 tested, 0.12% active; AID 2300;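 active means percent inhibition above the cutoff of mean plus 3 SD of all tested compounds, set per screening campaign, cut at about 20% in these data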;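 further: 0% = DMSO wells and 100% = biotin wells as full block of FRET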
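Test system: GST-NR2E3 and biotin-RetCOR proteins | Quantity: 1.35 nM GST-tagged NR2E3 final | Medium: Tris pH 7.5 | Also added: 7 nM biotin-RetCOR | Dosing: Compound at 4.8 µM, single dose | Timing: 5 h at 4 °C | Detection: Time-resolved FRET | Read-out basis: Percent inhibition | Benchmarks: Biotin wells as high control, 0.6% DMSO wells as low control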
The depositor's hits bear a star. This is a random part of the collection; any-hit rate near 3.3%.

Screening COc1ccc(-c2noc(CN(C(=O)c3c(-c4ccccc4Cl)noc3C)C(C)C)n2)cc1 returned CF NFkB inh 0, CaV13 FRET inh -2, KKLEB tox 3, HIF-2a block 24, MITF TRPM1 inh 13, PDI inh 4, Shn3 inh set2 14, Peg3 prom inh 24, NR2E3 ag-1 -12, Vif imaging -9 and NR2E3 ag-2 -3.
`CCOC(=O)c1c(S(=O)(=O)Nc2ccccn2)c(C)n(C)c1C` gave CF NFkB inh -18, CaV13 FRET inh -5, KKLEB tox 18, HIF-2a block 5, MITF TRPM1 inh 3, PDI inh 8, Shn3 inh set2 8, Peg3 prom inh -7, NR2E3 ag-1 10, Vif imaging 0 and NR2E3 ag-2 -1.
O=C(c1cc(=O)[nH]c2ccccc12)N1CCN(c2cccc(C(F)(F)F)c2)CC1 was read as CF NFkB inh 16, CaV13 FRET inh 2, KKLEB tox -20, HIF-2a block 20, MITF TRPM1 inh -1, PDI inh -4, Shn3 inh set2 3, Peg3 prom inh 21, NR2E3 ag-1 -3, Vif imaging 2 and NR2E3 ag-2 2.
`CC(C)(O)C#Cc1ccc(CNC[C@H]2O[C@@H](n3cnc4c(N)ncnc43)[C@H](O)[C@@H]2O)s1` gave CF NFkB inh -2, CaV13 FRET inh -6, KKLEB tox 8, HIF-2a block -10, MITF TRPM1 inh -6, PDI inh -3, Shn3 inh set2 -3, Peg3 prom inh 0 and NR2E3 ag-1 -14.
N#Cc1ccc(S(=O)(=O)N2CCN(C(=O)C3CC(=O)N(c4ccc5c(c4)OCCO5)C3)CC2)cc1 (configuration not stated) was read as CF NFkB inh -6, CaV13 FRET inh -13, KKLEB tox 0, HIF-2a block 9, MITF TRPM1 inh 1, PDI inh -13, Shn3 inh set2 5, Peg3 prom inh 10, NR2E3 ag-1 -18, Vif imaging 7 and NR2E3 ag-2 4.
`Nc1nnn(CC(=O)N/N=C/C=C/c2ccccc2)n1` gave CF NFkB inh -5, CaV13 FRET inh -5, KKLEB tox -4, HIF-2a block -49, MITF TRPM1 inh 2, PDI inh -4, Shn3 inh set2 -14, Peg3 prom inh -7, NR2E3 ag-1 20, Vif imaging 7 and NR2E3 ag-2 -3.
`Cc1cnc(C(=O)OCC(=O)Nc2cccc(C)c2C)cn1` gave CF NFkB inh -7, CaV13 FRET inh -2, KKLEB tox 8, HIF-2a block 4, MITF TRPM1 inh 2, PDI inh -10, Shn3 inh set2 0, Peg3 prom inh -3, NR2E3 ag-1 25 and Vif imaging 2.
COc1ccc(C2CC(=O)c3cnc(NC(=O)c4cc(OC)cc(OC)c4)nc3C2)cc1 (configuration not stated) was read as CF NFkB inh 15, CaV13 FRET inh -7, KKLEB tox 4, HIF-2a block -10, MITF TRPM1 inh -13, PDI inh 0, Shn3 inh set2 -2, Peg3 prom inh 23, NR2E3 ag-1 -10, Vif imaging 1 and NR2E3 ag-2 -1.
Screening O=C(CCC1COc2ccccc2O1)NC1CCCCC1 (configuration not stated) returned CF NFkB inh 14, CaV13 FRET inh -5, KKLEB tox -2, HIF-2a block -130, MITF TRPM1 inh -13, PDI inh 8, Shn3 inh set2 -13, Peg3 prom inh -33, NR2E3 ag-1 -34, Vif imaging -3 and NR2E3 ag-2 -1.
`O=C(COc1ccccc1)NCc1ccco1` gave CF NFkB inh 6, CaV13 FRET inh -7, KKLEB tox -12, HIF-2a block -13, MITF TRPM1 inh -6, PDI inh -1, Shn3 inh set2 -2, Peg3 prom inh -2, NR2E3 ag-1 9 and Vif imaging 8.
For CC1CN(C(=O)CCC(=O)NCCCc2ccccc2)c2ccccc2O1 (configuration not stated) the results were CF NFkB inh -15, CaV13 FRET inh -6, KKLEB tox 4, HIF-2a block 7, MITF TRPM1 inh -7, Shn3 inh set2 -6, Peg3 prom inh 6, NR2E3 ag-1 -24, Vif imaging 1 and NR2E3 ag-2 0.
COc1cc(OC)c(C(=S)N2CCCC2)cc1OC was read as CF NFkB inh -1, CaV13 FRET inh -1, KKLEB tox 7, HIF-2a block 4, MITF TRPM1 inh -7, PDI inh 0, Shn3 inh set2 -11, Peg3 prom inh -2, NR2E3 ag-1 -33, Vif imaging 1 and NR2E3 ag-2 3.
`Cc1nc(S(=O)(=O)c2cccc(Cl)c2)nc2c1CCC2` gave CF NFkB inh 6, KKLEB tox -10, HIF-2a block 23, MITF TRPM1 inh -2, PDI inh 0, Shn3 inh set2 -8, Peg3 prom inh -3, NR2E3 ag-1 -34, Vif imaging 0 and NR2E3 ag-2 3.
Screening Cc1ccc(C(=O)NCCCNc2ccccc2[N+](=O)[O-])cc1 returned CF NFkB inh 6, CaV13 FRET inh -9, KKLEB tox -11, HIF-2a block -27, MITF TRPM1 inh 4, PDI inh 13, Shn3 inh set2 -3, Peg3 prom inh -3, NR2E3 ag-1 7, Vif imaging -2 and NR2E3 ag-2 4.
Screening O=[N+]([O-])c1cc(-c2cnc3ccccc3n2)ccc1Oc1ccc(F)cc1 returned CF NFkB inh -17, CaV13 FRET inh -3, KKLEB tox -4, HIF-2a block -294, MITF TRPM1 inh -27, PDI inh 11, Shn3 inh set2 17, Peg3 prom inh -122, NR2E3 ag-1 4, Vif imaging -6 and NR2E3 ag-2 3.
Screening CCC(C)(C)NC(=O)C(c1ccc(OC)cc1)N(Cc1ccc(OC)cc1)C(=O)CCC(=O)Nc1cc(C)on1 (configuration not stated) returned CF NFkB inh 1, CaV13 FRET inh -3, KKLEB tox 11, HIF-2a block 15, MITF TRPM1 inh -3, PDI inh 1, Shn3 inh set2 -2, Peg3 prom inh 15, NR2E3 ag-1 -35, Vif imaging -11 and NR2E3 ag-2 2.
Screening O=C(OCC(=O)N1CCCC1)c1cc(Cl)ccc1Cl returned CF NFkB inh 8, CaV13 FRET inh -19, KKLEB tox -4, HIF-2a block -24, MITF TRPM1 inh 9, PDI inh 3, Shn3 inh set2 -10, Peg3 prom inh -32, NR2E3 ag-1 -3, Vif imaging -22 and NR2E3 ag-2 3.
Cc1cc(C)c2nc(-c3ccncc3)cc(C(=O)N3CCN(Cc4ccccc4Cl)CC3)c2c1 was read as CF NFkB inh -5, CaV13 FRET inh -7, KKLEB tox -15, HIF-2a block -13, MITF TRPM1 inh 12, PDI inh 3, Shn3 inh set2 11, Peg3 prom inh 21, NR2E3 ag-1 -13, Vif imaging -6 and NR2E3 ag-2 0.
For COc1ccc(-n2c(SCC(=O)Nc3ccc(C(=O)O)cc3)nnc2-c2ccccc2)cc1OC the results were CF NFkB inh -12, CaV13 FRET inh -2, KKLEB tox 8, HIF-2a block 17, MITF TRPM1 inh 8, PDI inh 1, Shn3 inh set2 -5, Peg3 prom inh 12, NR2E3 ag-1 -11, Vif imaging 25 and NR2E3 ag-2 1.
`COc1ccc(CNCc2ccc3ccccc3c2)c(OC)c1` gave CF NFkB inh -2, CaV13 FRET inh -4, KKLEB tox 0, HIF-2a block 8, MITF TRPM1 inh 1, PDI inh -2, Shn3 inh set2 29, Peg3 prom inh -10, NR2E3 ag-1 -11, Vif imaging -2 and NR2E3 ag-2 5.
For O=C(CSc1cn(CCNC(=O)c2cccs2)c2ccccc12)NCC1CCCO1 (configuration not stated) the results were CF NFkB inh -13, CaV13 FRET inh -2, KKLEB tox -4, HIF-2a block -1, Shn3 inh set2 10, Peg3 prom inh 3, NR2E3 ag-1 -32, Vif imaging -10 and NR2E3 ag-2 -2.
For COCC1=C(C(=O)OC)C(c2ccco2)n2ncnc2N1 (configuration not stated) the results were CF NFkB inh -8, CaV13 FRET inh -5, KKLEB tox 7, HIF-2a block 18, PDI inh -2, Shn3 inh set2 -14, Peg3 prom inh 0, NR2E3 ag-1 -29, Vif imaging 10 and NR2E3 ag-2 0.
CC(OC(=O)c1cccs1)C(=O)NCCc1ccccc1 (configuration not stated) was read as CF NFkB inh -8, CaV13 FRET inh -18, KKLEB tox 3, HIF-2a block 3, MITF TRPM1 inh 9, PDI inh 3, Shn3 inh set2 4, Peg3 prom inh 12, NR2E3 ag-1 0, Vif imaging 0 and NR2E3 ag-2 -3.
CC1CCN(C(=O)CCc2nc3cc(S(=O)(=O)N(C)C)ccc3n2C)CC1 was read as CF NFkB inh -3, CaV13 FRET inh -4, KKLEB tox -6, HIF-2a block 12, MITF TRPM1 inh 6, PDI inh 6, Shn3 inh set2 1, Peg3 prom inh 2, NR2E3 ag-1 -7, Vif imaging -8 and NR2E3 ag-2 3.
Screening CCCCn1c(N)c(N(CCOC)C(=O)c2cccc(S(=O)(=O)N(C)c3ccccc3)c2)c(=O)[nH]c1=O returned CF NFkB inh 6, CaV13 FRET inh -2, KKLEB tox -4, HIF-2a block 9, MITF TRPM1 inh 1, PDI inh -2, Shn3 inh set2 -8, Peg3 prom inh 16, NR2E3 ag-1 -10, Vif imaging -7 and NR2E3 ag-2 -5.
Screening CCc1ccccc1NC(=O)CCCN1C(=O)c2cccnc2C1=O returned CF NFkB inh 2, CaV13 FRET inh -17, KKLEB tox 8, HIF-2a block 13, MITF TRPM1 inh 10, PDI inh -2, Shn3 inh set2 -4, Peg3 prom inh 9, NR2E3 ag-1 -38, Vif imaging 9 and NR2E3 ag-2 0.
For CC(C)NC(=O)C1(C)CCN1Cc1cccc(Cl)c1 (configuration not stated) the results were CF NFkB inh 11, CaV13 FRET inh -5, KKLEB tox -6, HIF-2a block 14, PDI inh 12, Shn3 inh set2 -21, Peg3 prom inh 16, NR2E3 ag-1 4 and Vif imaging -1.
For O=C(CCNC(=O)c1ccc(Br)cc1)NNC(=O)c1ccccc1O the results were CF NFkB inh -10, KKLEB tox 8, HIF-2a block -15, MITF TRPM1 inh 8, PDI inh 3, Shn3 inh set2 38, Peg3 prom inh -14, NR2E3 ag-1 -13, Vif imaging 3 and NR2E3 ag-2 -1.
Screening OC1(c2cccc(C(F)(F)F)c2)CCN(Cc2nnnn2Cc2ccccc2)CC1 returned CF NFkB inh 2, CaV13 FRET inh -6, KKLEB tox -16, HIF-2a block 10, MITF TRPM1 inh -1, PDI inh 1, Shn3 inh set2 -36, Peg3 prom inh 10, NR2E3 ag-1 -11, Vif imaging -6 and NR2E3 ag-2 1.

A draw from above in order of molar mass, rising:
For CC(C)NC(=O)C1(C)CCN1Cc1cccc(Cl)c1 (configuration not stated) the results were CF NFkB inh 11, CaV13 FRET inh -5, KKLEB tox -6, HIF-2a block 14, PDI inh 12, Shn3 inh set2 -21, Peg3 prom inh 16, NR2E3 ag-1 4 and Vif imaging -1.
For O=C(CCNC(=O)c1ccc(Br)cc1)NNC(=O)c1ccccc1O the results were CF NFkB inh -10, KKLEB tox 8, HIF-2a block -15, MITF TRPM1 inh 8, PDI inh 3, Shn3 inh set2 38, Peg3 prom inh -14, NR2E3 ag-1 -13, Vif imaging 3 and NR2E3 ag-2 -1.
For O=C(CSc1cn(CCNC(=O)c2cccs2)c2ccccc12)NCC1CCCO1 (configuration not stated) the results were CF NFkB inh -13, CaV13 FRET inh -2, KKLEB tox -4, HIF-2a block -1, Shn3 inh set2 10, Peg3 prom inh 3, NR2E3 ag-1 -32, Vif imaging -10 and NR2E3 ag-2 -2.
